# hcGAS lum: inhibitors of human cGAS; Q8N884; actives 0.081% (n = 290,000); AID 1259398; recombinant h-cGAS, ATP depletion, Kinase-Glo luminescence; inhibition, % at 12.5 µM;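 also: 0% = vehicle reaction and 100% = reaction without DNA for no activity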
# Target sequence (Q8N884 whole entry, looked up): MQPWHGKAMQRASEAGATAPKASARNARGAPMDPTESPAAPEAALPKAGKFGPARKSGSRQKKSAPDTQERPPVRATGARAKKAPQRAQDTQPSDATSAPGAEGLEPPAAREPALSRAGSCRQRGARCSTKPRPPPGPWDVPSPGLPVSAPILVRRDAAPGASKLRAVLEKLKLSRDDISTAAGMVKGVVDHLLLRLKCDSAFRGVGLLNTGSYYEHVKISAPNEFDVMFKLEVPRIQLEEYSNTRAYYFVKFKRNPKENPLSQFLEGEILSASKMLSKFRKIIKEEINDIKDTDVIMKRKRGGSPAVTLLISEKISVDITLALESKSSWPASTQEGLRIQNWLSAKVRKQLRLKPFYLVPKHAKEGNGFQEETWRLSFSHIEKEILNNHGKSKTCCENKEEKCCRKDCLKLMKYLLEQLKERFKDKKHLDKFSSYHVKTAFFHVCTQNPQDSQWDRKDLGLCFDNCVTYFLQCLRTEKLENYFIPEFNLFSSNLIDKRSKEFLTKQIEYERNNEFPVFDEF
# NPYLR7 ag: activates Aedes aegypti NPYLR7 receptor. activation, % at 10 µM. actives 0.15% (n = 270,000). AID 1259423. HEK293T NPYLR7/Galpha15, GCaMP6s calcium fluorescence; in the data active = activation above about 40%;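 also: 0% = vehicle and 100% = reference agonist at the receptor; some compounds past the cut are filed as inactive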
# mcGAS inh: blocks mouse cGAS activity; Q8C6L5; actives 0.15% (n = 160,000); inhibition, % at 12.5 µM; recombinant cGAS, Kinase-Glo ATP depletion luminescence;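 also: 0% = negative control wells and 100% = reference inhibitor with no enzyme activity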
# * marks the source's active call; other numbers are inactive results; . = not tested or not shown. Rule as the data show it, unless noted: active = inhibition above about 40%; inactive = the rest.
cpd | compound | hcGAS lum | NPYLR7 ag | mcGAS inh
1 | Cc1ccc(NC(=O)C2(C)CCN2Cc2ccc(C(C)C)cc2)cc1O (stereo unspecified) | -2 | 3 | .
2 | CN(C(=O)c1ccc(OC2CCN(C(=O)C3CC3)CC2)cc1)C1CCOC1 (stereo unspecified) | -6 | 6 | .
3 | CCCC(CNC(=O)Cn1cnc(C#N)n1)c1ccc(Cl)cc1Cl (stereo unspecified) | -5 | 8 | .
4 | COc1ccccc1N1CCN(C(=O)c2cc(-c3cccn3C)nn2-c2cccc(C)c2)CC1 | -2 | -3 | -4
5 | O=C(NC1=NCCS1)c1ccc(OCC(F)(F)F)nc1 | 1 | -3 | -5
6 | FC(F)(F)c1ccc(Oc2cccc(CN3CCCC3)c2Cl)nc1 | -7 | 4 | .
7 | Cc1ccc(-n2c(C)nc3ccc(NC(=O)C(C)Oc4cccc(F)c4)cc3c2=O)cc1 (stereo unspecified) | -1 | -10 | .
8 | CCOc1cc(C(=O)NCc2nnc(SCC(=O)Nc3ccccc3F)n2-c2ccccc2)cc(OCC)c1OCC | -6 | -7 | .
9 | O=C(NCCc1cccc(F)c1)C1CC=CCC1C(=O)N1CCN(c2ccccn2)CC1 (stereo unspecified) | -2 | -15 | .
10 | CCOC(=O)C(C)(C)Sc1nnc2n1CCN2c1ccccc1 | -3 | 2 | -8
11 | CCOCCCn1c(C)c(C)n2c3c(=O)n(Cc4ccccc4F)c(=O)n(C)c3nc12 | -5 | 1 | .
12 | O=C(Nc1cn[nH]c1)N1CCSCC1c1ccc(Cl)cc1 (stereo unspecified) | 5 | -1 | -1
13 | OCC(O)CSCc1ccc(F)cc1 (stereo unspecified) | -12 | 16 | .
14 | COc1cc(C)c(/C=C/C(C)=C/C=C/C(C)=C/C(=O)O)c(C)c1C | -3 | -2 | .
15 | COc1cc(C=Nn2cnc3sc(-c4ccccc4)cc3c2=O)cc(OC)c1OC | -3 | -5 | -8
16 | COc1ccc(-c2c(C)nn3c2ncc2c(=O)n(-c4n[nH]c(C)n4)ccc23)cc1 | -6 | 5 | .
17 | CN(C)CC1(O)CCCN(S(=O)(=O)c2ccc(-c3ccccc3)cc2)CC1 (stereo unspecified) | -7 | 9 | .
18 | Cc1cc(Cl)ccc1N1CCN(C(=O)C2CC2)C(C)C1=O (stereo unspecified) | 3 | -2 | 0
19 | O=C(NCC1CCCN(C(=O)C2(c3ccccc3)CC2)C1)c1ccc(F)cc1 (stereo unspecified) | -10 | 3 | .
20 | COc1ccc(-c2cc(C(=O)NC(C)C)n3nc(C(C)(C)C)cc3n2)cc1 | -1 | 4 | -5
21 | O=C(C1CCOCC1)N1CCC(Oc2nccnc2N2CCOCC2)C1 (stereo unspecified) | 3 | . | -1
22 | O=C(NCc1ccncc1)c1ccc(CSc2nnc(-c3ccccc3Cl)n2Cc2ccccc2)cc1 | -9 | 18 | -4
23 | Cc1ccc2c(c1)NC(c1ccc(C)o1)C1C(=O)CC(c3ccccc3)CC1=N2 (stereo unspecified) | -2 | 2 | -2
24 | COC(=O)C1=C(C)N(C)C(C)=C(C(=O)OC)C1c1ccc(F)c(Br)c1 | -4 | -3 | .
25 | COc1cc(C(=O)N2CCc3ccccc3C2c2ccc(F)cc2)cc(OC)c1OC (stereo unspecified) | -2 | 7 | -5
26 | CN(c1ccccc1)N1C(=O)c2ccccc2NC12CCN(CC(=O)Nc1ccccc1F)CC2 | -6 | 1 | .
27 | Cc1cccc(Cn2c(=O)c3c(nc4n(C5CCCC5)c(C)cn34)n(C)c2=O)c1 | -7 | 7 | -7
28 | O=C(NCc1ccc2c(c1)OCO2)c1cccnc1N1CCN(C(=O)c2ccccn2)CC1 | -5 | 26 | -10
29 | CCCNC(=O)C(C)n1c(=O)n(-c2ccc(F)cc2)c(=O)c2ccccc21 (stereo unspecified) | -1 | -3 | -4
30 | O=C(c1coc(CN(Cc2cccc(Oc3ccccc3)c2)Cc2ccc3c(c2)OCO3)n1)N1CCCCC1 | 2 | 6 | -4

# One compound at a time, from the list above. Order of values: hcGAS lum	NPYLR7 ag	mcGAS inh
# COc1cc(C(=O)N2CCc3ccccc3C2c2ccc(F)cc2)cc(OC)c1OC (stereo unspecified) reads -2	7	-5
# COc1ccc(-c2c(C)nn3c2ncc2c(=O)n(-c4n[nH]c(C)n4)ccc23)cc1 reads -6	5	.

# (list continues)
cpd | compound | hcGAS lum | NPYLR7 ag | mcGAS inh
31 | CCS(=O)(=O)N1CCC(C(=O)Nc2nc(-c3ccc(Br)cc3)cs2)CC1 | -8 | -4 | -15
32 | OC[C@@H](O)CN(CCC(F)(F)F)c1nc(-c2ccccn2)nc2c1CCC2 | -5 | 3 | -18
33 | CCN1CCCC1Cn1c(=O)n(C2C=CCCC2)c2cc(C(=O)O)ccc21 (stereo unspecified) | -2 | 2 | -10
34 | Cc1ccc(-c2cc(O)c3c(c2)CN(C(=O)CCN2CCCO2)CCO3)s1 | -3 | 21 | -16
35 | CN1CCN(C(=O)C2CC=CC2)c2ccccc21 | -16 | -1 | .
36 | CCCN(CCC)C(=O)c1cc(-c2ccccc2F)n2nc(C(C)(C)C)cc2n1 | -7 | 9 | -7
37 | Cn1c(=O)n(Cc2ccccc2F)c(=O)c2c1nc1n2CCCN1Cc1ccco1 | -9 | 19 | .
38 | O=C(Cc1ccccc1Cl)N1CCN(C(=O)c2ccc(=O)[nH]c2)CC1 | -2 | 0 | .
39 | CN(CCCNS(=O)(=O)NCc1ccccc1)c1ccccc1 | -6 | 4 | .
40 | COc1ccccc1C(C)N(C)c1nncc(-c2ccccc2F)n1 (stereo unspecified) | -2 | 2 | .
41 | Cc1nc(CNC(C)c2ccc(NC(=O)c3ccc(F)cc3)cc2)cs1 (stereo unspecified) | 1 | -2 | .
42 | CCN(C)c1cc(Oc2ccccc2OC)ncn1 | -7 | 22 | -10
43 | COCCN(CC1CN(CC(O)COCC(C)C)CCO1)C(=O)c1ccc(C)cc1 (stereo unspecified) | -3 | 5 | .
44 | COc1ccc(Cl)cc1CC1(C)C(=O)Nc2cccc(Cl)c21 (stereo unspecified) | 2 | 2 | -2
45 | Cc1ncc(CN(C)C(=O)NC2CC3CCC2(C)C3(C)C)s1 (stereo unspecified) | -6 | 0 | .
46 | Cc1nc(S(=O)(=O)N2CCCCC2)c(C#N)c(C)c1Cl | -4 | -1 | .
47 | O=C(CSc1nc2sc3c(c2c(=O)[nH]1)CCC3)N(CCO)CCO | -6 | 1 | .
48 | CCNC(=O)C1(C)CCN1C(=O)c1sccc1C (stereo unspecified) | 0 | 7 | .
49 | NC[C@@H]1O[C@H](O[C@H]2[C@@H](O)[C@H](O[C@@H]3[C@@H](O)[C@H](N)C[C@H](N)[C@H]3O[C@H]3O[C@H](CN)[C@@H](O)[C@H](O)[C@H]3N)O[C@@H]2CO)[C@H](N)[C@@H](O)[C@@H]1O | -5 | -1 | -5
50 | CCC1CN(S(=O)(=O)N2CCOCC2)CCC(=O)N1Cc1ccccc1 (stereo unspecified) | -3 | 4 | -11
51 | Cc1ccc(NS(=O)(=O)c2ccc3c(c2)NC(=O)CO3)cc1C(F)(F)F | -10 | -7 | .
52 | CC(SCc1ccccc1)C(=O)N1CCN(Cc2nnc3n2CCCCC3)CC1 (stereo unspecified) | -1 | 4 | .
53 | O=C(CCc1nc(-c2ccsc2)no1)NC1CCCCCC1 | 0 | -1 | .
54 | CC1(C)OCC(C2OC(Nc3cccc(CC(=O)NCCCn4ccnc4)c3)[C@H]3OC(C)(C)O[C@@H]23)O1 (stereo partly specified) | -1 | -8 | 1
55 | CC(C)[C@H]1CC[C@H](C)C[C@@H]1OCC(=O)N1CCCN(C)CC1 | -3 | -14 | -4
56 | O=c1[nH]nc(CCc2ccccc2O)n1Cc1cccs1 | -2 | 3 | -11
57 | COC(=O)c1sc(S(=O)(=O)Nc2ccccc2SC)c(C(=O)OC)c1C | 3 | 2 | -3
58 | CN(C)S(=O)(=O)c1ccc2c(c1)c(=O)nc1ccccn12 | -3 | -3 | .
59 | Cn1nccc1C(=O)N1CCCC(N2CCN(Cc3ccc4c(c3)OCO4)CC2)C1 (stereo unspecified) | -3 | 3 | .
60 | O=C(c1coc(CN2CCN(c3ccccc3F)CC2)n1)N1CCCC1c1nccs1 (stereo unspecified) | -12 | 2 | .

# Entries 59–60, quoted:
cpd | compound | hcGAS lum | NPYLR7 ag | mcGAS inh
59 | Cn1nccc1C(=O)N1CCCC(N2CCN(Cc3ccc4c(c3)OCO4)CC2)C1 (stereo unspecified) | -3 | 3 | .
60 | O=C(c1coc(CN2CCN(c3ccccc3F)CC2)n1)N1CCCC1c1nccs1 (stereo unspecified) | -12 | 2 | .

# Looked up above.
# For hcGAS lum, no. 46 reads -4
# For hcGAS lum, no. 53 reads 0
# For hcGAS lum, no. 49 reads -5
# For hcGAS lum, no. 29 reads -1
# For NPYLR7 ag, no. 26 reads 1
# For mcGAS inh, no. 54 reads 1

# (next part)
cpd | compound | hcGAS lum | NPYLR7 ag | mcGAS inh
61 | C#C[C@]1(O)CC[C@H]2[C@@H]3CCC4=Cc5oncc5CC4(C)[C@H]3CCC21C (stereo partly specified) | 0 | 0 | -2
62 | Nc1nccnc1C(=O)N(CC1CC1)c1ccccc1 | -9 | 7 | .
63 | COc1cccc(COc2coc(CN3CCCN(C(=O)Cc4nc(-c5ccc(C(F)(F)F)cc5)oc4C)CC3)cc2=O)c1 | -3 | -1 | -6
64 | CN(C)CC1(O)CCN(C(=O)CCOc2ccccc2)C1 (stereo unspecified) | -7 | 16 | .
65 | O=C(NCCCN1CCOCC1)c1nnc2n(c1=O)CCN2c1ccccc1 | -10 | 3 | -7
66 | COc1ccc(N2C(=O)/C(=C\c3cccc(O)c3O)N(C)C2=S)c([N+](=O)[O-])c1 | -5 | 29 | -1
67 | Cc1cc(C)c2c(c1)CCCN2CC(=O)Nc1ccc(C(=O)N(C)C)cc1 | -4 | 10 | .
68 | CC(C)CN(Cc1cccn1Cc1ccccc1Cl)C(=O)CN(C(=O)c1cccs1)C(C)C | -11 | -5 | -5
69 | O=C(CN1CCOc2ccccc2C1)NC1CCC(n2cnnc2)CC1 (stereo unspecified) | -6 | 0 | .
70 | CCc1nnc(CN(Cc2nc(-c3ccco3)no2)C(C)C)o1 | -5 | -2 | -10
71 | O=C(NCCOCC1CCCO1)c1cn[nH]c1-c1ccccc1F (stereo unspecified) | -9 | -1 | .
72 | C/C=C(\C)c1c(-c2ccccc2)ncn1CCN1CCCC(CO)C1 (stereo unspecified) | -5 | 3 | -12
73 | COc1cccc(NC(=O)NC(C)c2nnc(SCc3cccc(C)c3)n2-c2cc(Cl)ccc2C)c1 (stereo unspecified) | -1 | 11 | -4
74 | Cc1ccc(OCCn2c(SCCOc3ccc(Cl)cc3)nc3ccccc32)cc1 | 0 | -7 | 0
75 | CCOC(=O)C1C(=O)CC(=O)C(C(=O)OCC)C1c1ccco1 (stereo unspecified) | 0 | 3 | .
76 | CCC1CN(C(=O)c2ccc(N)nc2)CCC(=O)N1Cc1ccccc1 (stereo unspecified) | -7 | 8 | .
77 | COc1ccc(C2=NN(C(=O)CCl)C(c3cccc(OC)c3OC)C2)cc1 (stereo unspecified) | -4 | -3 | .
78 | CC(C)Oc1nc(-c2cccc(F)c2)n(-c2ccc(NS(=O)(=O)c3ccc(Cl)cc3)cc2)n1 | -4 | 7 | -7
79 | CC(C)CCN1CCN(Cc2cc(=O)c3ccccc3[nH]2)CC1CCO (stereo unspecified) | -4 | -1 | -7
80 | CCCn1c(-c2ccc(OC)cc2)nc2c(c(=O)c3ccccc3n2C)c1=O | -7 | 1 | .
81 | NC(=O)NC(=O)CNc1cccc(C(=O)c2ccccc2)c1 | 3 | 0 | .
82 | OCCn1ncc2c1CN(c1nccc(N3CCC(O)CC3)n1)C2 | -7 | . | -16
83 | O=S(=O)(NCc1ccccc1)NC1CCN(CC2CCCO2)CC1 (stereo unspecified) | -12 | 7 | .
84 | Cc1ccc(-c2cc(C(=O)N3CCC(n4c(=O)[nH]c5ccccc54)CC3)n(-c3ccccc3Cl)n2)o1 | 0 | -10 | 0
85 | O=C(c1cccc(Cl)c1F)N1CCN(Cc2cccc(Nc3nccs3)n2)CC1 | -9 | 0 | -10
86 | Cc1ccc(-n2c(C)nnc2SCc2ccc(C(=O)NCc3cccc(C(F)(F)F)c3)cc2)cc1 | -11 | 3 | -7
87 | O=C(CCC1CCCN(C23CC4CC(CC(C4)C2)C3)C1)Nc1ccccc1F (stereo unspecified) | -2 | -13 | -3
88 | COCC(=O)N(Cc1cccc(OS(=O)(=O)c2ccc(OC)cc2)c1)Cc1ccco1 | 2 | . | -4
89 | Cn1c(=O)[nH]c(=O)c2c1nc(N1CCN(c3cccc(Cl)c3)CC1)n2CCSc1ncccn1 | -4 | 18 | .
90 | CCOc1ccc(CN2CCOC3(CNCCOC3)C2)cc1CO (stereo unspecified) | -4 | 5 | .

# 2 of the compounds above, with two lines to a compound.
# The line under a structure holds: hcGAS lum, NPYLR7 ag, mcGAS inh
[83] O=S(=O)(NCc1ccccc1)NC1CCN(CC2CCCO2)CC1 (stereo unspecified)
  -12, 7, .
[70] CCc1nnc(CN(Cc2nc(-c3ccco3)no2)C(C)C)o1
  -5, -2, -10

# (further entries)
cpd | compound | hcGAS lum | NPYLR7 ag | mcGAS inh
91 | CCc1ccc(-n2c(C)cn3c4c(=O)n(C)c(=O)n(C)c4nc23)cc1 | 3 | -1 | .
92 | CC(C)C(=O)NC(CC1CCCCC1)c1ccccc1 (stereo unspecified) | -8 | 2 | -15
93 | CCOC(=O)C1=C(C)NC(=S)NC1c1ccc(OC(F)F)cc1 (stereo unspecified) | -8 | -2 | -7
94 | CN1CCN(c2ncccc2CNC(=O)c2n[nH]c3c2CCC3)CC1 | 1 | -1 | .
